# NOD2 inhibition = NOD2 signaling inhibitors, cell-based, luminescence, uHTS, HEK293 (AID 1566). inhibition, % at 4 µM; hits with a dose series show EC50 in µM. 0.63% of 290,000 active. HEK293 NOD2/NF-kB luciferase reporter, luminescence; higher % means a stronger effect; also: many of its hits are not listed in these tables
# M1AAP inhibition = P. falciparum M1AAP inhibitors, biochemical, fluorogenic H-Leu-NHMec substrate, 1536-well (AID 1445); 0.42% of 220,000 active; recombinant M1AAP, H-Leu-NHMec fluorogenic kinetic assay; higher % means a stronger effect; inhibition, % at 30 µM, or IC50 in µM where a hit was titrated; Aminopeptidase N (Plasmodium falciparum (isolate 3D7));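 active = primary inhibition above the hit cutoff, then over 50% inhibition at one or more dose response concentrations, cut at about 23% in these data, passing the limit was not always enough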;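 also: plate controls were DMSO full reaction for no effect and no enzyme background for full effect; strong numbers were not always called active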
# M17LAP inhibition = P. falciparum M17LAP inhibitors, primary screen, biochemical, fluorogenic H-Leu-NHMec substrate, 1536-well (AID 1619) | inhibition, % at 30 µM, or IC50 in µM where a hit was titrated | recombinant M17LAP, H-Leu-NHMec fluorogenic kinetic assay; higher % means a stronger effect | 0.38% of 220,000 active;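 active = compound inhibiting the enzyme by more than half at any dose during confirmatory dose-response retesting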;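 also: plate controls were full reaction with DMSO carrier for no effect and no enzyme background for full effect; strong numbers were not always called active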
# SIAH1 antagonists = Siah-1 peptide-binding antagonists, primary screen, biochemical, fluorescence polarization, rhodamine-plectin, uHTS (AID 1817) | 0.02% of 290,000 active | displacement, % at 20 µM; hits with a dose series show IC50 in µM | Siah-1 / rhodamine-plectin peptide fluorescence polarization; higher % means a stronger effect | E3 ubiquitin-protein ligase SIAH1 (Homo sapiens);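 active = displacement of at least 50% at 20 µM, with a fluorescence ratio check between 0.3 and a set limit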;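 also: plate controls were Siah plus tracer with DMSO for no effect and tracer alone without Siah for full effect; strong numbers were not always called active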
# ER stress rescue = rescue of cells from ER stress-induced death, primary screen, 384-well, CSM14.1, thapsigargin, ATP luminescence (AID 1222). CSM14.1 thapsigargin-induced death rescue, ATP luminescence; higher % means a stronger effect. one-dose cellular ATP content (survival), % at 20 µM; EC50 in µM for titrated hits. 190,000 tested, under 10 active;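 active = EC50 below 50 µM in the dose-response confirmation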;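 also: death triggered by thapsigargin at about 15 µM added after 2 h compound pretreatment; cell ATP read after overnight thapsigargin exposure of roughly 18 to 22 hours; normalized against plate controls of thapsigargin alone and 5% DMSO vehicle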
# XIAP antagonists = XIAP antagonists, biochemical, IAP family, fluorescence polarization (AID 1018). E3 ubiquitin-protein ligase XIAP (Homo sapiens). XIAP BIR domain, fluorescence polarization peptide displacement; higher % means a stronger effect. one-dose displacement, % at 20 µM; IC50 in µM for titrated hits. 0.007% of 200,000 active; in the data active = displacement above about 50%; also: a part of the inactive calls stands beside numbers as strong as those of hits
# Hep lipid drop = inhibitors of hepatocyte lipid droplet formation, primary screen, imaging, high-throughput imaging, BODIPY stain | AML12 mouse hepatocytes, oleate lipid droplets | inhibition, % at 6.5 µM | 0.4% of 240,000 active;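 active = lipid droplet intensity inhibited by at least 50%, with more than 500 cells counted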
#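 Assay system: AML12 hepatocytes (mouse); Probe or stimulus: oleic acid at 100 µM to induce lipid droplet formation; Dosing: compound at 6.5 µM only; Schedule: compound with oleate, overnight; Detection: fluorescence imaging, 20x objective, two fields per well; Measure: % inhibition of lipid droplet signal.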
# LYP phosphatase = inhibitors of LYP phosphatase, biochemical, fluorescence intensity, uHTS (AID 1779) | Tyrosine-protein phosphatase non-receptor type 22 (Homo sapiens) | recombinant LYP phosphatase, fluorescence intensity; higher % means a stronger effect | one-dose inhibition, % at 11.5 µM; IC50 in µM for titrated hits | 0.054% of 290,000 active;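 also: plate controls were vehicle with enzyme for no effect and no enzyme for full effect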
# AID2073 = inhibitors of Mint1-CaV2.2 protein interaction, biochemical, HTRF (AID 2073). Voltage-dependent N-type calcium channel subunit alpha-1B (Homo sapiens). HTRF protein-protein interaction, Mint1-CaV2.2; higher % means a stronger effect. one-dose inhibition, % at 20 µM; IC50 in µM for titrated hits. 0.19% of 290,000 active; in the data active = inhibition mostly above about 51%, no sharp cut-off; also: some results filed as inactive read as strong as hits
# Hep lipid drop cells 6.5 µM = recorded beside Hep lipid drop, whose call it bears; cell count; measured here: cell count, cytotoxicity flag;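 cells counted across two imaged fields per well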
# Active calls of the source: *; nt = not tested or not shown. Rule as the data show it, unless noted: active = inhibition above about 50%; inactive = the rest. This is a subset; rates above refer to the full screens.
SMILES,NOD2 inhibition,M1AAP inhibition,M17LAP inhibition,SIAH1 antagonists,ER stress rescue,XIAP antagonists,Hep lipid drop,Hep lipid drop cells 6.5 µM,LYP phosphatase,AID2073
CCOC(=O)c1ccc(S(=O)(=O)N2CCN(CC(O)COc3ccc(C#N)cc3)CC2)cc1 (stereo unspecified),3%,nt,nt,7%,nt,nt,-3,801,-8%,1%
CCOC(=O)N1CCC(Nc2c(-c3ccc(C)c(C)c3)c(=O)c2=O)CC1,23%,12%,7%,-2%,-1.0%,-4.3%,nt,nt,-3%,4%
CCCC(C(=O)NC1CCCCC1)N(Cc1ccco1)C(=O)CNS(=O)(=O)c1ccccc1 (stereo unspecified),4%,4%,4%,0%,4.7%,-0.2%,-1,752,-1%,2%
CC1(c2nnc(-c3ccc(F)cc3)o2)CC(c2ccc([N+](=O)[O-])cc2)=NO1 (stereo unspecified),-7%,5%,11%,-4%,nt,nt,-6,739,-5%,0%
Cc1cc(OCC(=O)Nc2c(C)n(C)n(-c3ccccc3)c2=O)ccc1[N+](=O)[O-],11%,nt,nt,-1%,nt,nt,-7,816,-8%,2%
O=C(CSc1nc(-c2ccc(F)cc2)cs1)NCCN1C(=O)CSC1=O,-35%,3%,-1%,3%,0.2%,-2.5%,-11,682,-4%,9%
C=CCn1c(=S)[nH]c2scc(-c3cccs3)c2c1=O,7%,14%,1%,-8%,-0.3%,-0.2%,-6,766,6%,16%
O=C(Nc1ccccn1)c1ccc([N+](=O)[O-])o1,7%,2%,1%,12%,-0.5%,-3.3%,-8,476,0%,6%
CCOP(=O)(OCC)C(NC(=O)Nc1ccc(Cl)c(Cl)c1)c1ccccc1 (stereo unspecified),-10%,2%,-8%,-2%,-2.2%,-5.8%,11,639,0%,-2%
O=C(NNC(=S)NC1CCCCC1)c1ccc(Cl)s1,-72%,14%,-4%,-1%,-2.4%,0.3%,20,659,3%,-6%
COc1cccc2cccc(/C=N/n3cnnc3)c12,9%,-2%,5%,7%,1.0%,-3.3%,0,696,-3%,43%
COc1ccc(-n2c(SCC#N)nc3ccccc3c2=O)cc1,10%,8%,-5%,3%,-2.5%,-0.8%,10,776,-7%,0%
O=Cc1ccc(OCC(=O)Nc2ccccc2-c2ccccc2)cc1,30%,21%,1%,1%,4.0%,-5.5%,16,721,-7%,8%
CCOc1ccc2c(c1)nc(SCC(=O)c1cccs1)n2C,-34%,3%,17%,5%,1.5%,-2.1%,nt,nt,-6%,-10%
CCc1ccccc1Nc1nc(N)nc(CSc2nnnn2C)n1,6%,1%,19%,5%,-0.5%,-1.3%,23,681,-9%,1%
C=CCN(C(=O)c1csnn1)C(C(=O)NC1CCCC1)c1ccccc1F (stereo unspecified),17%,nt,nt,0%,nt,nt,38,802,-6%,-1%
Cn1cnnc1SCC(=O)Nc1ccc(Br)cc1F,-12%,5%,4%,-2%,3.9%,-6.1%,5,769,-3%,8%
Oc1ccc(C2=NNC(c3ccc(O)cc3)=NN2)cc1,14%,nt,nt,2%,nt,nt,1,697,-7%,8%
COc1cc(CN2CCNC(=O)C2CC(=O)N2CCCN(C(C)=O)CC2)cc(OC)c1 (stereo unspecified),2%,nt,nt,6%,nt,nt,0,669,-5%,-4%
Cc1n[nH]c(C)c1S(=O)(=O)N1CCCC(C(=O)NC2CCCc3ccccc32)C1 (stereo unspecified),9%,-4%,7%,-1%,-0.2%,-0.1%,nt,nt,-3%,-3%
CCCCn1c(NCc2ccc3c(c2)OCO3)nc2ccccc21,-3%,-7%,-3%,-5%,-1.8%,-7.4%,-27,738,0%,7%
COc1cc(OC)cc(C(=O)N2CCN(c3ccccn3)CC2)c1,5%,nt,nt,8%,nt,nt,-7,816,-4%,11%
COc1ccc(OC)c(C(C)NC(=O)c2ccco2)c1 (stereo unspecified),-7%,-2%,9%,1%,2.1%,-2.4%,nt,nt,-8%,-8%
CCOC(=O)/C(C#N)=C\c1ccc(OC)c(OC)c1,30%,11%,8%,-1%,-1.6%,-0.5%,5,650,0%,2%
CC(=O)c1cnc2nc(SCc3ccc(C)cc3)nn2c1C,1%,nt,nt,1%,nt,nt,9,830,-15%,-5%
# The list continues:
SMILES,NOD2 inhibition,M1AAP inhibition,M17LAP inhibition,SIAH1 antagonists,ER stress rescue,XIAP antagonists,Hep lipid drop,Hep lipid drop cells 6.5 µM,LYP phosphatase,AID2073
C=C(C)c1cccc(C(C)(C)NC(=O)NNC(=O)c2ccccc2O)c1,15%,nt,nt,-5%,nt,nt,-9,765,-3%,2%
Cc1ccc(NC(=O)c2ccc(NCCN)c([N+](=O)[O-])c2)cc1,-3%,11%,-3%,-5%,-4.3%,-2.6%,0,587,2%,-2%
COC(=O)[C@H](Cc1ccccc1)NC(=O)N1CCCCC1C (stereo partly specified),-14%,4%,6%,2%,2.2%,-3.6%,nt,nt,5%,-12%
COc1ccc(NC(=O)CSc2n[nH]c(C(C)C)n2)c([N+](=O)[O-])c1,28%,6%,12%,3%,-1.1%,-6.6%,25,694,3%,-4%
Cc1onc(-c2c(Cl)cccc2Cl)c1C(=O)N(C)Cc1ccccc1,1%,nt,nt,2%,nt,nt,nt,nt,-7%,8%
CCc1ccc(Nc2nnc(SCC(=O)c3ccc4c(c3)NC(=O)CO4)s2)cc1,-86%,3%,4%,-1%,0.8%,-1.7%,-2,700,-2%,50%
COc1ccc(N(C(=O)c2ccco2)C(C(=O)NC2CCCC2)c2ccccc2)cc1 (stereo unspecified),-23%,nt,nt,-2%,nt,nt,-12,780,-1%,3%
O=c1[nH][nH]c(C(F)(F)F)c1/C=N/N1CCOCC1,8%,6%,4%,2%,nt,-4.6%,0,710,-2%,32%
CS(=O)(=O)N(CC(=O)Nc1ccccc1Br)Cc1ccccc1,-4%,nt,nt,5%,nt,nt,56*,791*,-4%,-2%
Cc1occc1-c1nnc(SCC(=O)c2ccc(Cl)cc2)n1C,13%,1%,20%,4%,5.5%,-6.3%,-2,769,-3%,-25%
O=C(NN1C(=O)C2C3C=CC(O3)C2C1=O)c1cccc(Br)c1 (stereo unspecified),-2%,-1%,9%,10%,-0.6%,0.6%,1,704,2%,-14%
O=[N+]([O-])c1ccc(Nc2cccc(F)c2)nc1,-33%,7%,-5%,14%,0.3%,-2.7%,1,711,-8%,6%
CC(NC(=O)COC(=O)/C=C/c1ccc(Cl)cc1)c1ccccc1 (stereo unspecified),-3%,1%,-3%,2%,-2.4%,-9.2%,4,702,-1%,12%
CN(C(=O)COC(=O)c1c2c(nc3ccccc13)/C(=C/c1cccc([N+](=O)[O-])c1)CCC2)C1CCS(=O)(=O)C1 (stereo unspecified),-98%,1%,-7%,-2%,1.9%,-5.2%,-35,667,3%,14%
COc1ccc(CCNC(=O)CCCCCN2C(=O)c3ccccc3C2=O)cc1OC,23%,1%,-1%,-1%,-0.9%,-2.5%,1,612,-6%,0%
O=C(COC(=O)CCC(=O)c1cccs1)NCc1cccs1,7%,-3%,-2%,2%,nt,nt,9,721,-8%,-3%
COc1ccc(C(=O)Nc2ccccc2C(=O)NC(Cc2ccc(O)cc2)C(=O)NNC(=O)c2ccc(C)cc2)cc1 (stereo unspecified),0%,7%,0%,7%,-3.1%,-2.1%,12,666,-2%,12%
CC(=O)Nc1ccc(OCC(O)CN2CCN(Cc3ccccc3)CC2)cc1 (stereo unspecified),-5%,6%,2%,1%,-1.3%,-2.2%,-25,636,5%,3%
Cc1ccccc1SCC(=O)Nc1cccc(C#N)c1,12%,0%,3%,2%,-0.5%,-8.1%,15,801,-10%,0%
CCOC(=O)C1=C(CSc2nc3ccccc3s2)NC(=O)NC1c1ccc(OC)cc1 (stereo unspecified),-6%,6%,8%,1%,-0.4%,-1.8%,nt,nt,3%,-12%
CC1(C)OC(C(=O)NC2CCCCC2)C(C(=O)NC2CCCCC2)O1 (stereo unspecified),15%,7%,9%,-2%,1.1%,-2.9%,-3,692,-10%,14%
COc1ccccc1N1CCN(C(=O)c2cnn3cccnc23)CC1,-7%,-1%,-4%,1%,0.2%,-5.7%,2,782,-7%,21%
O=C1C(Cc2ccc(Br)cc2)SC(=Nc2ccccc2)N1c1ccccc1 (stereo unspecified),5%,-7%,-18%,7%,-4.0%,-1.1%,-31,625,0%,-1%
Cc1onc(-c2ccccc2Cl)c1C(=O)NC(C)c1ccccc1 (stereo unspecified),-9%,nt,nt,-7%,nt,nt,-1,785,-6%,15%
O=C(CC1C(=O)NCCN1Cc1cccc(F)c1)NCCCOc1cccnc1 (stereo unspecified),-22%,nt,nt,0%,nt,nt,-6,750,-10%,1%

# A draw from above in order of formula weight, high to low.
SMILES,NOD2 inhibition,M1AAP inhibition,M17LAP inhibition,SIAH1 antagonists,ER stress rescue,XIAP antagonists,Hep lipid drop,Hep lipid drop cells 6.5 µM,LYP phosphatase,AID2073
CS(=O)(=O)N(CC(=O)Nc1ccccc1Br)Cc1ccccc1,-4%,nt,nt,5%,nt,nt,56*,791*,-4%,-2%
O=C(NN1C(=O)C2C3C=CC(O3)C2C1=O)c1cccc(Br)c1 (stereo unspecified),-2%,-1%,9%,10%,-0.6%,0.6%,1,704,2%,-14%
CC(NC(=O)COC(=O)/C=C/c1ccc(Cl)cc1)c1ccccc1 (stereo unspecified),-3%,1%,-3%,2%,-2.4%,-9.2%,4,702,-1%,12%

# Other results follow:
SMILES,NOD2 inhibition,M1AAP inhibition,M17LAP inhibition,SIAH1 antagonists,ER stress rescue,XIAP antagonists,Hep lipid drop,Hep lipid drop cells 6.5 µM,LYP phosphatase,AID2073
Cc1nc(N2CCOCC2)c2c(C)c(C(=O)Nc3ccccc3Cl)sc2n1,33%,-1%,-4%,2%,-1.3%,-11%,-17,666,0%,2%
COc1ccc(-c2cc3c(=O)n(CC(=O)N4CCN(C)CC4)ncn3n2)cc1,-14%,nt,nt,12%,nt,nt,11,724,-7%,16%
CCOC(=O)N1CCN(C(=O)CN(c2ccc(C)cc2)S(=O)(=O)c2c(C)noc2C)CC1,-17%,-3%,7%,9%,nt,-0.9%,5,666,5%,6%
CCc1ccc(NC(=O)C(C)OC(=O)c2ccc(N3CCCC3)c([N+](=O)[O-])c2)cc1 (stereo unspecified),3%,12%,2%,3%,-4.5%,-0.2%,92*,674*,2%,22%
CCN(CC(=O)Nc1c(F)cccc1F)C(=O)c1cc(S(=O)(=O)N(CC)CC)ccc1N1CCCCC1,-14%,nt,nt,8%,nt,nt,-6,873,-2%,6%
Cc1ccc(NC(=O)c2cc3c(CO)cnc(C)c3oc2=Nc2cccc(C(N)=O)c2)cc1,17%,nt,nt,1%,nt,nt,16,814,-2%,27%
COc1ccccc1N(CC(=O)NCC1CCCO1)C(=O)Cn1nnc(-c2cccs2)n1 (stereo unspecified),2%,2%,11%,-1%,0.9%,-7.5%,0,716,-5%,-2%

# Screening data: PubChem BioAssay, several laboratories
